Siah-1 displacement = Siah-1 peptide-binding antagonists, primary screen, biochemical, fluorescence polarization, rhodamine-plectin, uHTS (AID 1817) | Siah-1 / rhodamine-plectin peptide fluorescence polarization; higher % means a stronger effect | one-dose displacement, % at 20 µM; IC50 in µM for titrated hits | hit rate 0.02% among 290,000;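 active = displacement of at least 50% at 20 µM, with a fluorescence ratio check between 0.3 and a set limit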;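 note: plate controls were Siah plus tracer with DMSO for no effect and tracer alone without Siah for full effect; strong numbers were not always called active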
Myeloid diff 2 = compounds promoting myeloid differentiation | ER-HoxA9 myeloid progenitors, lysozyme-GFP differentiation, flow cytometry | calls only at 10 µM | hit rate 1% among 360,000 | AID 624256;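 active = normalized GFP-positive differentiation at or above the plate's own cutoff, the solvent-only control mean plus 3 SD; inconclusive = no clear call, values can overlap the other calls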;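 note: cells exposed to compound for four days before flow analysis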
XIAP antagonists = small molecules displacing peptide from XIAP – biochemical, IAP family, fluorescence polarization (AID 1018) | XIAP BIR domain, fluorescence polarization peptide displacement; higher % means a stronger effect | displacement, % at 20 µM, or IC50 in µM where a hit was titrated | hit rate 0.007% among 200,000; in the data active = displacement above about 50%; note: a part of the inactive calls stands beside numbers as strong as those of hits
Salmonella PhoP GFP = inhibitors of PhoP regulon expression, primary screen, Salmonella Typhimurium, GFP reporter (AID 1863). S. Typhimurium PhoP-regulated promoter GFP reporter, 4 h; higher % means a stronger effect. one-dose inhibition, % at 50 µM; IC50 in µM for titrated hits. hit rate 0.16% among 300,000;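 active = inhibition over 29.93%, a cutoff 3 SD above the screen mean, later confirmed by dose response; inconclusive = inhibition over 29.93% but no dose response follow-up; inactive = inhibition at most 29.93% or unconfirmed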;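 note: 0% = low Mg2+ inducing control and 100% = high Mg2+ repressing control; strong numbers were not always called active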
WT yeast gro inh = growth inhibition of WT yeast, mitochondrial fusion screen; hit rate 2.1% among 190,000; AID 1362; mitochondrial fusion phenotypic screen, WT strain; inhibition, % at 10 µM; in the data active = inhibition above about 58%; tested in S. cerevisiae
RSV CPE inhibition = RSV antiviral activity via CPE protection, HEp-2 cells, primary 10 µM value included (AID 2391); HEp-2 cells, RSV-induced CPE inhibition; higher % means a stronger effect; one-dose CPE inhibition, % at 10 µM; IC50 in µM for titrated hits; hit rate 0.13% among 310,000; in the data active = a potency from the dose series; inconclusive = CPE inhibition mostly from about 23% at the one dose, without a potency; inactive = the rest, 99 in 100 with CPE inhibition below about 21%; note: strong numbers were not always called active
human PMI inhibition = inhibitors of human PMI, primary screen, biochemical, fluorescence intensity, coupled assay (AID 1209); purified PMI enzyme, coupled fluorescence intensity; higher % means a stronger effect; inhibition, % at 20 µM, or IC50 in µM where a hit was titrated; hit rate 0.42% among 190,000;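 note: plate controls were DMSO vehicle for no effect and wells lacking substrate for full effect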
TNAP activators = stimulation of alkaline phosphatase TNAP activity – biochemical, luminescent, no phosphate acceptor, uHTS, primary screen (AID 1001). purified TNAP, luminescent activation assay, no phosphate acceptor; higher activation fold means a stronger effect. activation fold at 20 µM, or EC50 in µM where a hit was titrated. hit rate 0.03% among 200,000; in the data active = activation fold from about 3, or a potency from the dose series; inactive = the rest, 99 in 100 with activation fold below about 1.6; note: many of its hits are not listed in these tables
human PMI inhibitors = MPI inhibition at elevated mannose 6-phosphate – biochemical, fluorescence intensity, high mannose 6-phosphate, primary screen (AID 1220) | recombinant PMI enzyme, coupled fluorescence intensity; higher % means a stronger effect | one-dose inhibition, % at 20 µM; IC50 in µM for titrated hits | hit rate 0.66% among 190,000
WT yeast gro inh mutant strain = further read-out of WT yeast gro inh, marked with its call; inhibition, %; mitochondrial fusion phenotypic screen, mutant strain inhibition
Myeloid diff 2 GFP+ MAC1+ % = recorded beside Myeloid diff 2, whose call it bears; GFP+ MAC1+ double positive, %; measured here: differentiation confirmed by MAC1 staining
The depositor's hits bear a star; i = inactive; ? = inconclusive; · = no result given; & = joins results of further samples. Cut-off read from the data, not from the text of the source, unless noted: active = inhibition above about 50%; inactive = the rest.

SMILES	Siah-1 displacement	Myeloid diff 2	Myeloid diff 2 GFP+ MAC1+ %	XIAP antagonists	Salmonella PhoP GFP	WT yeast gro inh	WT yeast gro inh mutant strain	RSV CPE inhibition	human PMI inhibition	TNAP activators	human PMI inhibitors
CCCN1C(=O)/C(=C2\SC(N3CCCCC3)=NC2=O)c2ccccc21	4.3%	i	1.1	-4.0%	16.7%	5.7	-13.2	1.9%	-17.0%	1	1.2%
O=C(O)c1c(Cl)nc2ccccn12	1.3%	i	0.2	-3.5%	0.8%	5.3	-2.1	0.7%	-21.0%	1.1	0.0%
Cc1cc(C(=O)N2CCCC(N3CCN(c4cccc(C(F)(F)F)c4)CC3)C2)no1 (stereo not given)	5.8%	i	1.0	·	-0.1%	·	·	3.4%	·	·	·
CC1C=CCC2C(=O)N(c3cccc(C(=O)NCc4ccccc4)c3)C(=O)C12 (stereo not given)	4.7%	i	1.0	·	2.8%	·	·	14.6%	·	·	·
C=CCC1NS(=O)(=O)OCC1C(C)C (stereo not given)	-0.6%	i	1.2	·	16.3%	·	·	-0.3%	·	·	·
Cc1cc(C)cc(NC(=O)CCn2c(=O)c3cccn3c3ccccc32)c1	1.5%	?	·	·	4.0%	·	·	0.9%	·	·	·
Cc1ccc2nc3sc(C(=O)NCc4ccco4)c(N)c3cc2c1	-4.3%	i	0.5	-0.7%	-17.8%	10.6	5.2	2.6%	-3.4%	1	12.5%
O=C1Nc2ccccc2C12OCCCCO2	-8.1%	i	1.1	-5.9%	11.3%	1.4	-7.7	-0.4%	3.8%	1	-1.5%
COc1ccc(CN2CCN(C3CCC3)CC2CCO)c(F)c1 (stereo not given)	0.4%	i	0.5	·	-5.8%	·	·	-0.6%	·	·	·
O=C1CC(c2ccccc2)CC(O)=C1C=Nc1ccccc1Cl (stereo not given)	-10.8%	i	0.4	2.8%	-4.2%	-10.2	-4.9	4.9%	-15.2%	1.1	-8.0%
CCn1c(CC(=O)Nc2cccc(Cl)c2Cl)nnc1SCCOc1ccc(OC)cc1	0.7%	i	5.7	-6.5%	11.6%	20.0	19.9	0.9%	-9.3%	1.1	-15.3%
COc1ccccc1C(=O)O/N=C(\N)c1ccc(Cl)cc1	-1.5%	i	0.3	-1.2%	-1.8%	14.7	0.8	3.1%	1.6%	1.1	12.6%
CCOc1ccccc1CN1C(=O)NC(C)(c2ccccc2)C1=O (stereo not given)	-4.3%	i	0.8	-1.0%	3.3%	6.7	17.8	2.6%	0.4%	1.1	0.7%
CCn1c(-c2cccnc2Cl)nc2ccccc21	7.5%	i	1.0	0.6%	13.4%	4.5	10.2	-0.8%	7.6%	1.1	9.3%
CCN(c1ccc(OC)cc1)S(=O)(=O)c1ccc(-c2cc(C)no2)s1	1.8%	i	1.8	·	-10.2%	·	·	-0.4%	·	·	·
CCN(CC)c1ccc(NC(=O)COC(=O)c2ccc3ccccc3n2)cc1	-6.9%	i	2.3	-4.1%	-2.8%	-1.4	3.3	2.5%	13.0%	1	-9.2%
O=C(CNC(=O)c1cccs1)c1ccc(F)cc1	16.9%	i	5.2	-8.2%	6.7%	-14.0	-5.6	2.3%	-1.7%	1.1	2.2%
CN(C)CCCNCC(=O)c1c(-c2ccccc2)n(C)c2ccccc12	-2.0%	i	0.2	·	-3.3%	·	·	0.0%	·	·	·
COc1ccc(C2=NOC(C(=O)Nc3cccnc3)C2)cc1OC (stereo not given)	-2.8%	i	0.5	·	-5.4%	·	·	2.5%	·	·	·
CCOC(=O)c1cn(-c2nc(-c3ccc(Cl)cc3)cs2)c2c(F)c(N3CC(C)OC(C)C3)c(F)cc2c1=O (stereo not given)	5.8%	·	·	-5.7%	10.3%	15.4	-9.6	·	-6.9%	1	-7.3%
C/C=C(\C)C(=O)Nc1cccc(C2=NOC3(C2)C[C@@H](C(N)=O)N(C(=O)c2cc([N+](=O)[O-])cc([N+](=O)[O-])c2C)C3)c1 (stereo not given in full)	14.1%	i	2.4	·	5.3%	·	·	3.5%	·	·	·
COC(=O)c1ccc(COc2cc(C)ccc2C)o1	7.1%	i	0.6	·	-0.3%	·	·	0.0%	·	·	·
C=C(C)Cn1c(CCNC(=O)C(C)(C)C)nc2ccccc21	12.0%	i	1.4	-0.5%	2.7%	7.0	-1.9	0.7%	13.0%	1.1	11.0%
Cc1[nH]c(=O)[nH]c(=O)c1S(=O)(=O)N1CCC(C(=O)NC(C)c2ccccc2)CC1 (stereo not given)	-2.6%	i	0.7	-1.2%	4.6%	-2.1	-13.5	0.9%	10.4%	1.1	9.0%
O=C(O)Cn1c(SCc2cccc3ccccc23)nc2ccccc21	2.9%	i	0.8	-17.2%	-6.5%	-12.1	-0.1	0.4%	-9.4%	1	-3.9%
CC(C)CCC(C(=O)O)C(C)CC(=O)NNC(=O)c1ccco1 (stereo not given)	-2.1%&11.4%	i	0.2&0.4	-1.9%	-8.7%&-12.8%	-8.3	-6.2	0.7%&1.0%	·	1.1	·
Cc1cc(NC(=O)CCC(=O)N(CC(=O)NC2CCCC2)c2ccc(Cl)c(Cl)c2)no1	-0.5%	i	1.1	·	-6.2%	·	·	0.7%	·	·	·
O=C(NCCCO)c1cc2ccccc2[nH]1	2.9%	i	0.3	0.1%	2.6%	-1.0	-3.2	2.7%	2.9%	1.1	-3.2%
CCc1ccccc1NC(=S)/N=C(\N)Nc1nc(C)c2cc(C)ccc2n1	6.9%	?	·	-5.4%	-10.0%	47.9	18.9	20.7%	3.6%	1.2	-3.2%
Cc1[nH]nc(SCC(=O)NCCc2ccccc2)c1[N+](=O)[O-]	3.7%	i	0.5	-7.0%	-7.1%	-15.0	-2.9	0.9%	-0.2%	0.9	6.1%
CCOc1cc(C(=O)NCCN2CCOCC2)cc(OCC)c1OCC	5.0%	i	1.9	-2.9%	-8.6%	-5.2	1.1	0.4%	-3.6%	1.1	0.9%
O=C(NCCc1ccccc1)c1ccc(CS(=O)(=O)c2ccc(Br)cc2)o1	-3.4%	?	·	·	-4.2%	·	·	-1.0%	·	·	·
O=C(CCCN1C(=O)/C(=C\c2cccs2)SC1=S)Nc1ccc(C(=O)O)cc1	5.4%	i	0.0	-4.9%	-1.4%	8.9	2.5	1.1%	-21.3%	1	-15.2%
COc1cc2c(cc1OC)C(c1ccccc1O)N(C1CC(=O)N(c3ccccc3)C1=O)CC2 (stereo not given)	-2.6%	i	0.6	-4.0%	-9.6%	-11.5	12.2	0.2%	-7.1%	1.1	-13.2%
Nc1nnc(SCc2ccc(F)cc2Cl)s1	1.6%	i	0.9	-4.5%	7.3%	-30.4	22.3	0.5%	0.5%	1	3.1%
COCCNC(=S)NC1CC2CCCC(C1)N2Cc1cccs1 (stereo not given)	-3.7%	i	2.3	-1.6%	-6.4%	4.8	-7.1	0.0%	7.6%	1	3.4%
COc1ccc(/C=C/C(=O)Nc2cc(C(F)(F)F)ccc2Cl)cc1	-5.0%	i	12.8	0.5%	-5.5%	15.1	26.1	4.1%	9.7%	1.1	7.9%
COCCn1c(-c2ccc(OC)c(OC)c2)nc2ccccc21	10.6%	i	1.0	-1.5%	9.6%	-6.0	0.8	1.8%	12.8%	1.1	11.9%
CC(C(=O)Nc1ccccc1-c1ccccc1)N1CCOCC1 (stereo not given)	4.3%	i	0.4	-2.4%	-1.3%	6.3	-2.5	-0.6%	4.9%	1.1	0.4%
Cc1cc(NC(=O)c2cc3ccccc3oc2=O)no1	-0.8%	i	0.8	-6.3%	-4.7%	10.7	7.9	·	6.3%	1	9.6%
[O-]/C(=C(\C(=S)Nc1cccc2ccccc12)[n+]1ccccc1)c1ccc(OC(F)F)cc1	-5.4%	i	1.0	1.1%	-10.6%	9.5	16.8	·	-6.7%	1.1	31.6%
Cc1ccc(P(=O)(O)c2ccc(C)cc2)cc1	1.1%	i	0.3	0.4%	7.2%	·	·	2.8%	-6.1%	1.1	1.2%
COc1cc([C@@H]2[C@H]3CN(C)CC=C3C(C#N)=C(N)C2(C#N)C#N)cc2c1OCO2	6.3%	i	1.0&9.2	-1.0%	-12.3%	11.8	26.3	-1.0%	19.2%	1.2	17.2%
O=C(Nc1ccccc1)Nc1cccc(-c2cn3cccnc3n2)c1	0.4%	i	0.6	-2.3%	-2.9%	3.5	-6.5	10.8%	-13.8%	1	-2.1%
COc1ccc(S(=O)(=O)Nc2ccc(Cl)cn2)c(C)c1C	0.4%	i	1.6	-9.4%	-3.6%	10.9	2.7	10.8%	16.5%	1.4	16.8%
CN(C)C(=S)Oc1ccccc1-c1ccccc1OC(=S)N(C)C	3.2%	i	0.8	·	-2.0%	·	·	-2.0%	·	·	·
Cc1ccc(/C(=N\O)c2oc3c(C)c4oc(=O)cc(C)c4cc3c2C)cc1	1.0%	i	0.2	0.0%	-8.9%	69.5*	-0.9*	-1.6%	16.3%	1	18.3%
c1ccc(CSC2=NNC(c3ccccn3)S2)cc1 (stereo not given)	-8.9%	i	0.0	·	4.3%	·	·	7.4%	·	·	·
CC(C)CC(=O)Nc1c2c(nn1-c1cccc(Cl)c1)CS(=O)(=O)C2	4.0%	i	0.7	·	-1.1%	·	·	0.2%	·	·	·

Assay outcomes: PubChem, several laboratories
